A549 viability: counter-screen for Nrf2 inhibitors: cytotoxicity in A549 cells; Potency, µM (series often up to 46 µM), inactives show at the top dose activity change, negative = cytotoxicity, hits mostly inhibitors; AID 504648; A549 ARE-Fluc cells, CellTiter-Fluor viability, 18-24 h; actives 0.16% (n = 390,000); also: potency is read from the fitted curve at half-maximal effect; % is scaled to controls: 0 for no effect and ±100 for the full control effect
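A549 ARE_Fluc cells in 5% FBS OPTI-MEM were exposed to compounds in concentration-response for 18-24 h at 37 deg C. Viability was read by CellTiter-Fluor fluorescence (Ex 405/Em 525) after 30 min, before the luciferase read.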
CCT modulator: modulators of cytosolic chaperonin (CCT/TRiC) activity; actives 0.3% (n = 360,000); activity change, % (concentration not given with the values), hits read low; purified chaperonin ATPase assay, HTRF ADP detection, 30 min; in the data active = activity change below about -30%; also: % is scaled to controls: 0 for no effect and ±100 for the full control effect
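Nucleotide hydrolysis assay: TRiC at 20–40 nM final (set by batch activity) with 10 uM ATP, 30 min at 37 °C, in presence of 76 uM compound. Detection by competitive ADP HTRF, 30 min ambient.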
Nrf2 inh: blocks Nrf2 signaling | A549 ARE-Fluc reporter, luciferase luminescence, 18-24 h | Potency, µM (titrated, usually from 46 µM), for the others: at the highest dose activity change, negative = inhibition, actives largely listed as inhibitors | actives 2.1% (n = 360,000) | AID 504444; also: potency is read from the fitted curve at half-maximal effect; % is scaled to controls: 0 for no effect and ±100 for the full control effect; nearly all actives have a fitted effect of over 60% in size
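Nrf2 function is reported as luminescence of an ARE-controlled luciferase in A549 cells. Compounds were tested at several concentrations, and a CellTiter-Fluor read on the same wells flagged cytotoxicity.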
TGFb SMAD3 inh: blocks TGF-b signaling. HepG2 CAGA-GFP TGF-b/SMAD3 reporter, GFP fluorescence, 18 h; TGF-beta stimulated, 500 pg/mL final. AID 588855. Potency, µM (doses to about 46.1 µM), for inactives: at the top dose activity, negative = inhibition, hits mostly inhibitors. actives 1.2% (n = 410,000); also: potency is read from the fitted curve at half-maximal effect; % is scaled to controls: 0 for no effect and ±100 for the full control effect; nearly all actives have a fitted effect of over 65% in size
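First, reporter cells (HEPG2 CAGA-GFP) rested 2 h at 37 degrees C. Next, compounds were pinned in and TGF-beta added to 500 pg/mL final. After 18 h, GFP was imaged per cell and summed per well.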
EPAC2 ag: activates human EPAC2 exchange factor; EPAC2 activation, biochemical qHTS; response scale: 100% = 6.5 mM cAMP response; actives 0.079% (n = 360,000); Q8WZA2; AID 720711; Potency, µM (titrated, usually from 154 µM), inactives show at the highest dose activation, hits mostly activators; also: potency is read from the fitted curve at half-maximal effect; nearly all actives have a fitted effect of over 50% in size
Target sequence (Q8WZA2 whole entry, looked up): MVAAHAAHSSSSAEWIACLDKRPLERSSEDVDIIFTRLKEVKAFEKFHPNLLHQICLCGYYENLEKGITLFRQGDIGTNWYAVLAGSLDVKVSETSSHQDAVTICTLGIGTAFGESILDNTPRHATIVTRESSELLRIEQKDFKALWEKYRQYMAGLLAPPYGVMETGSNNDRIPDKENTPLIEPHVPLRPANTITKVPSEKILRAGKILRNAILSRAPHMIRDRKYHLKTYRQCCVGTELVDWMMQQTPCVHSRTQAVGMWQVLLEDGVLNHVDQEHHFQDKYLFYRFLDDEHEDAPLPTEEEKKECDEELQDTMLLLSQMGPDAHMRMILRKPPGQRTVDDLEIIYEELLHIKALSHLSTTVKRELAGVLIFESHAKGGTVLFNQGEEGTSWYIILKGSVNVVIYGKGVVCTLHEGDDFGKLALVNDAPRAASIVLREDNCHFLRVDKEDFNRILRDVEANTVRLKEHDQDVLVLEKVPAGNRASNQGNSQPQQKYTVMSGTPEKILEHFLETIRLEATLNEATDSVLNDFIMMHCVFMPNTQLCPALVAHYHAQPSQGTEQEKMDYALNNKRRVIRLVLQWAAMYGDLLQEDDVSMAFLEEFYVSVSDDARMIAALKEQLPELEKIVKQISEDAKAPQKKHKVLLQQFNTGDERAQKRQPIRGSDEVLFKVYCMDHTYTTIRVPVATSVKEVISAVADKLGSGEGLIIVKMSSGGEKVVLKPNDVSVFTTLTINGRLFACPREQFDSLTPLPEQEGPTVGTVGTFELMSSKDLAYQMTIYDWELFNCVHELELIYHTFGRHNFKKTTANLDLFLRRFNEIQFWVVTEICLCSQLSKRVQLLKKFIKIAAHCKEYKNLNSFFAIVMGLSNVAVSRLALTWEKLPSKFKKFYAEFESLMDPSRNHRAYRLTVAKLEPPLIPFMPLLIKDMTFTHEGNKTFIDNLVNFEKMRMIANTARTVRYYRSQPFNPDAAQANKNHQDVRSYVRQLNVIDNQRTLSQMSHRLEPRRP
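Compounds were added across a concentration range to EPAC2 (100 nM), RAP1B-BODIPY-GDP (250 nM) and GDP (50 uM). After 5 min at room temperature, fluorescence was recorded at 5-min intervals for 30 min.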
EPAC2 antag: antagonists of human EPAC2 | Q8WZA2 | EPAC2 GEF exchange of Rap1B-BODIPY-GDP, fluorescence | Potency, µM (top dose mostly 114 µM), inactives show at the highest dose activity, negative = inhibition, usual class: inhibitors | actives 0.18% (n = 360,000) | AID 720708; also: potency is read from the fitted curve at half-maximal effect; % is scaled to controls: 0 for no effect and ±100 for the full control effect; nearly all actives have a fitted effect of over 45% in size; many of its hits are not listed in these tables
pAkt inh: Akt phosphorylation inhibition | activity change, % for hits at 50 µM | Neuro2A IGF-stimulated pAkt S473 HTRF, 20 min; stronger effect = lower value | actives 0.32% (n = 360,000) | AID 651550; in the data active = activity change below about -80%; inconclusive = mostly about -51% to -80%; also: % is scaled to controls: 0 for no effect and ±100 for the full control effect
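Single-point screen (50 µM final compound) in Neuro2A cells stimulated 20 min with 6 nM IGF at 37 deg C. After lysis, Ser473-phosphorylated Akt read by HTRF (ex 330 nm, em 615/665 nm) as the 665/615 ratio.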
Nrf2 activator: activators of Nrf2 (ARE) signaling. AREc32 ARE-luciferase reporter (MCF7-derived line), luminescence, 24 h. AID 624171. actives 0.31% (n = 410,000). Potency, µM (series often up to 46.1 µM), inactives show at the highest dose activation, actives largely listed as activators; also: potency is read from the fitted curve at half-maximal effect; % of control where 0% means no effect; nearly all actives have a fitted effect of over 65% in size
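AREc32 cells carrying an ARE-driven firefly luciferase reporter were seeded at 1000 cells/well in OPTI-MEM with 5% FBS, then exposed to compound for 24 hr at 37 deg C. Luminescence was read with Steady-Glo after 30 min at RT.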
Mm-Cpn inhibitor: inhibitors of Methanococcus maripaludis chaperonin (MmCpn); Potency, µM (series often up to 76.9 µM), for inactives: at the top dose activity, negative = inhibition, hits mostly inhibitors; actives 0.031% (n = 330,000); purified Mm-Cpn ATPase, ADP Transcreener TR-FRET; also: potency is read from the fitted curve at half-maximal effect; % is scaled to controls: 0 for no effect and ±100 for the full control effect; nearly all actives have a fitted effect of over 80% in size
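Measured: ADP formation by purified Mm-CPN. Conditions: 25 nM protein, 10 uM ATP, Tris pH 7.4 with Mg2+, K+ and DTT, 37°C for 30 min. Detection: Transcreener HTRF after 30 min at room temperature.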
* = called active by the depositor; i = inactive; ? = inconclusive; . = no result given; & = joins results of further samples; [ ] = remark or other dose. Unless noted, calls follow the shape of the dose curve; as a rule, active = well fitted curve in the direction sought with a large enough effect; inconclusive = small, poorly fitted or top-dose-only effect, or another doubt; inactive = no such curve, though single readings can be large; an effect the other way counts as inactive or inconclusive. Only part of the results is shown; rates above refer to the full screens.

SMILES | A549 viability | CCT modulator | Nrf2 inh | TGFb SMAD3 inh | EPAC2 ag | EPAC2 antag | pAkt inh | Nrf2 activator | Mm-Cpn inhibitor
Cc1ccc(-c2c(C#N)c(N)nc3c2CCCCCC3)o1 | ? | -2.2 | -5% | 1% | 5% | -4% | i | -1.0% | 0%
Clc1ccc(C=NC23CN4CN(CN(C4)C2)C3)cc1 | 8% | -2.7 | . | 8% | 8% | 4% | i | -0.6% | -1%
CCC(=O)n1nc(-c2cccnc2)nc1NCc1ccc(OC)cc1 | -5% | -0.6 | . | 3% | 11% | -1% | i | -1.3% | 0%
Cc1cccc(N2C(=O)C(Oc3ccc(Cl)cc3Cl)C2C(=O)O)c1C (stereo not drawn) | -3% | 2.1 | 1% | 2% | -2% | 3% | i | -0.5% | 3%
CCN1CCN(c2nc3c(c(=O)[nH]c(=O)n3C)n2Cc2cccc(C)c2)CC1 | . | 1.1 | . | 9% | -6% | 0% | i | -1.3% | .
Cc1ccccc1Cn1cc(NC(=O)c2nn(C)cc2Cl)cn1 | 3% | -2.5 | 0% | 16% | 18% | 1% | i | 2.8% | 1%
COc1ccc(NC(=O)C2CCN(c3nc(-c4ccc(OC)c(OC)c4)no3)CC2)cc1Cl | 1% | . | 4%[9.27 µM] | 7% | . | . | . | -1.1% | .
O=[N+]([O-])c1ccc(S(=O)(=O)NN=Cc2ccc(Cl)c(Cl)c2)cc1 | 3% | -0.6 | 7% | 8% | 4% | -15% | i | 4.4% | .
CN(C)CCN(C)Cc1c2ccccc2c(CN(C)CCN(C)C)c2ccccc12 | ? | -1.0 | 1% | 3% | 15% | 13% | i | 2.1% | -3%
Cc1ccc(NC(=O)Cc2noc3ccccc23)nc1 | -10% | 0.7 | 14% | -10% | 9% | -2% | i | 2.5% | 0%
Cc1cc(Nc2ccc3c(c2)OCCO3)c2cccc(C)c2n1 | ? | -1.7 | 3% | -25% | -3% | 7% | i | 2.8% | 0%
Cc1cccc(C)c1-n1nnnc1C1(C)CCC(=O)N1CCOc1ccccc1 (stereo not drawn) | . | -1.2 | . | . | 12% | 4% | i | 0.5% | .
COc1ccc(N2CC(NS(=O)(=O)c3cccs3)CC2=O)cc1 (stereo not drawn) | -1% | -1.3 | 7% | 14% | 7% | 0% | i | 0.5% | -3%
CCC(C)(C)NC(=O)C(c1cccc(OC)c1OC)N(Cc1ccccc1)C(=O)CCC(=O)Nc1cc(C)on1 (stereo not drawn) | -8% | 2.0 | 11% | ? | -2% | -9% | i | 2.0% | 0%
Cc1nc(N2CCCC2)c2c(C(=O)N3CCN(c4cc(Cl)ccc4C)CC3)c(C)oc2n1 | ? | . | ? | ? | . | . | . | 0.4% | .
Cc1ccccc1-c1noc(CCC(=O)NCc2ccco2)n1 | -9% | 0.0 | 7% | -10% | 1% | 2% | i | 18% | -1%
CC(=O)Nc1ccc2[nH]c(C)c(CC=C(Cl)Cl)c(=O)c2c1 | -9% | -2.2 | ? | -6% | 7% | 5% | i | 3.6% | -3%[15.4 µM]
CSc1ccc(Cl)c(C(=O)NCc2ccco2)c1 | 3% | -2.0 | -5% | -6% | 4% | 2% | i | 0.1% | 0%
COC(=O)c1ccc(CCc2cc(O)c(Br)cc2O)cc1 | 3% | 0.8 | 8% | ? | 14% | -1% | i | ? | .
CC1(C)Cc2c(c(=S)nc(-c3ccccc3)n2CCOCCO)CO1 | 8% | -1.7 | ? | 0% | 25% | 30% | i | 0.3% | -2%
CC(=O)N1CCN=C1SCc1ccccc1Cl | -2% | 1.5 | 2% | 1% | 0% | 4% | i | -0.6% | -1%
CCOc1cc(S(=O)(=O)NCc2cccnc2)c(C)cc1C | 18% | 0.6 | 0% | 11% | 4% | -8% | i | -0.1% | -1%
CCn1c2ccccc2c2cc(/C=N/n3c(C)nnc3C)ccc21 | 3% | 2.3 | -4% | ? | -4% | 0% | i | 12% | -3%
CCOc1ccc(OCC)c(NC(=O)C2CCCN(S(=O)(=O)c3ccc(C)cc3)C2)c1 (stereo not drawn) | 6%&-12% | 0.1 | -11%&-8% | 15%&-3% | 14% | -3% | i | -1.0%&0.2% | 0%
CCOC(=O)NC(=O)/C(C=Nc1ccc(Cl)c(Cl)c1Cl)=C(\C)O | 11% | -4.6 | 15% | ? | 3% | -4% | i | -0.3% | 0%
COc1ccc(CNC(=O)COC(=O)C(CCSC)NC(=O)c2ccco2)cc1OC (stereo not drawn) | 1% | 0.3 | 7% | 11% | -1% | 1% | i | -0.4% | 1%
O=C(CNC(=O)C(c1ccccc1)c1ccccc1)N/N=C/c1ccc(O)c([N+](=O)[O-])c1 | -10% | 1.3 | ? | 0% | -1% | -2% | i | -1.9% | 1%
COc1ccc(C2=CC(=O)C[C@H](c3ccc(F)cc3)C2)c(OC)c1 | 3% | 1.0 | -7% | -9% | 15% | ? | i | 0.1% | -1%
Cc1nc(C(=O)N2CCCC(N3CCN(c4ccc(F)cc4)CC3)C2)cs1 (stereo not drawn) | . | -0.1 | . | 2% | 2% | -6% | i | 0.4% | .
CC(=O)c1ccc(-c2ccc(C(=O)N(C)Cc3nc4ccccc4c(=O)[nH]3)o2)cc1 | 10% | -0.9 | ? | -26% | 9% | -6% | i | 4.5% | -4%

Next section (2 carried over from the part before).
SMILES | A549 viability | CCT modulator | Nrf2 inh | TGFb SMAD3 inh | EPAC2 ag | EPAC2 antag | pAkt inh | Nrf2 activator | Mm-Cpn inhibitor
Cc1nc(C(=O)N2CCCC(N3CCN(c4ccc(F)cc4)CC3)C2)cs1 (stereo not drawn) | . | -0.1 | . | 2% | 2% | -6% | i | 0.4% | .
CC(=O)c1ccc(-c2ccc(C(=O)N(C)Cc3nc4ccccc4c(=O)[nH]3)o2)cc1 | 10% | -0.9 | ? | -26% | 9% | -6% | i | 4.5% | -4%
COc1ccc(N2C(=O)N3[C@H](c4ccc(Cl)cc4)[C@@H]4C(=O)N(C5CCCCC5)C(=O)[C@@H]4[C@]3(Cc3ccc(Cl)cc3)C2=O)cc1 | -2% | -0.9 | 13% | 9% | -6% | 2% | i | -0.2% | 0%
O=C(NCc1ccccc1Cl)NCc1ccccc1Cl | 10% | 4.2 | ? | 3% | 4% | 11% | i | -0.5% | -1%
O=C(NC(NC(=S)N1CCOCC1)C(Cl)(Cl)Cl)c1ccc(Cl)cc1 (stereo not drawn) | -5% | -1.9 | -27% | ? | 2% | 0% | i | 0.7% | 1%
CSc1nnc(-c2cccc(NC(=O)c3ccccc3)c2)n1C | -2% | 0.1 | 1% | ? | 3% | 9% | i | -0.8% | -8%
O=[N+]([O-])c1ccccc1N/N=C\c1ccccc1Cl | -2% | -0.1 | ? | -17% | -6% | -2% | i | 10µM* | 0%
CC(=O)Nc1ccc(NC(=O)C(C)OC(=O)c2cccc(S(=O)(=O)N3CCCCCC3)c2)cc1 (stereo not drawn) | -12% | 1.1 | -27% | 5% | -14% | -5% | i | -0.4% | -2%
O=C(COC(=O)c1cncc(Br)c1)Nc1ccc2c(c1)OCO2 | -4% | -0.3 | 1% | -18% | -1% | 0% | i | 3.0% | -12%
CC(C)(C)OC(=O)N1CCC[C@H]1C(=O)N/N=C/c1cccc2cccnc12 | 1% | 0.4 | ? | 6% | 1% | 17% | i | -0.1% | 1%
c1ccc(-c2nnc(-c3ccccn3)c(-c3ccccn3)n2)nc1 | -2% | -8.3 | 7% | 7% | 8% | 12% | i | 0.2% | 2%
Cc1nc(-c2ccccc2)cn(O)c1=O | 1% | -1.8 | 0% | -5% | 9% | 14% | i | -0.3% | -2%
Cc1ccc(-n2c3c(c(=O)[nH]c2=O)C(C(F)(F)F)(C(F)(F)F)NC(=O)N3)cc1 | 8% | -2.1 | -38% | 10% | 10% | -17%[57.1 µM] | i | -0.5% | 0%
C=CC[C@@H](CC(=O)NCCO)C(=O)N[C@@H](COC(=O)[C@@H](CC=C)CC(=O)OC(C)(C)C)Cc1ccccc1 | -2% | -2.7 | -1% | -11% | -1% | 11% | i | 2.9% | 2%
O=C(NC1CCCCC1)C(c1ccccn1)N(C(=O)c1csnn1)C1CCCCC1 (stereo not drawn) | 0% | -2.7 | 2% | -13% | 12% | -2% | i | -0.4% | 0%
Cc1c(CCC(=O)N2CCCCC2)c(=O)oc2cc3occ(C(C)(C)C)c3cc12 | 3% | . | 15% | -28% | . | . | . | -0.6% | .
CCOC(=O)N1CCN(CC(=O)Nc2cc(OCC)ccc2OCC)CC1 | 1% | 2.0 | 11% | -4% | 3% | 9% | i | 0.2% | 1%
CN1C(=O)CCS(=O)(=O)C1c1ccc(Cl)c(Cl)c1 (stereo not drawn) | . | 2.0 | . | 2% | 4% | 1% | i | -0.6% | .
COc1ccc(/C=N/N2CCN(c3ccccc3OC)CC2)cc1Br | -1% | 0.5 | 27% | -14% | -2% | -5% | i | 6.6% | -1%
Fc1ccc(C2=NNC(=NCc3ccccc3)SC2)cc1F | -17% | 1.9 | ? | ? | 4% | 4% | i | 15% | -2%
Cc1c(NS(=O)(=O)c2cc(C(=O)NCc3cccnc3)ccc2Cl)c(=O)n(-c2ccccc2)n1C | -1% | 0.9 | 6% | 0% | 4% | 6% | i | -0.4% | -2%

Some of the entries so far, with values under each structure.
Every second line gives: A549 viability | CCT modulator | Nrf2 inh | TGFb SMAD3 inh | EPAC2 ag | EPAC2 antag | pAkt inh | Nrf2 activator | Mm-Cpn inhibitor
- Cc1ccc(-n2c3c(c(=O)[nH]c2=O)C(C(F)(F)F)(C(F)(F)F)NC(=O)N3)cc1
    8% | -2.1 | -38% | 10% | 10% | -17%[57.1 µM] | i | -0.5% | 0%
- C=CC[C@@H](CC(=O)NCCO)C(=O)N[C@@H](COC(=O)[C@@H](CC=C)CC(=O)OC(C)(C)C)Cc1ccccc1
    -2% | -2.7 | -1% | -11% | -1% | 11% | i | 2.9% | 2%

Screening data (PubChem BioAssay)
